# M4 antag – antagonists of human muscarinic M4 receptor (CHRM4); P08173; CHO-hM4 cells, ACh EC80, Fluo-8 calcium fluorescence; inhibition, % at 3 µM; hit rate 0.73% among 360,000; AID 624125;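 active means inhibition above its plate's cutoff, the mean inhibition of sample wells plus 3 SD, cut at about 27% in these data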;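 further: 0% = acetylcholine EC80 with DMSO and 100% = DMSO without agonist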
# TAAR1 agonist – human TAAR1 agonism. activation, % at 3 µM. hit rate 0.99% among 360,000. AID 624467. CHO RD-HGA16 TAAR1, Fluo-8 calcium fluorescence; vehicle wells 0%, saturating PEA agonist 100%;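 active means activation above the mean activation of all test compounds in the run plus 3 SD, cut at about 38% in these data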
# Target sequence (Q96RJ0 whole entry, looked up): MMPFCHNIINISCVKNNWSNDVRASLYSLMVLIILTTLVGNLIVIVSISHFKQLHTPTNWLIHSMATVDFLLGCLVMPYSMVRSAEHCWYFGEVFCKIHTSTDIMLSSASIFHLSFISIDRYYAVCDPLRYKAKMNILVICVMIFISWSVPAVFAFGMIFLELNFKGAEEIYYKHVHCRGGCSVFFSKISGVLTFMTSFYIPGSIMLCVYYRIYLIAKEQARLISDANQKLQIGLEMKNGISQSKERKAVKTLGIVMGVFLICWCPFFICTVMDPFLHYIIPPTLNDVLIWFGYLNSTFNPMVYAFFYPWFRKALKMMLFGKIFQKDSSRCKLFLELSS
#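 test system = CHO RD-HGA16 cells carrying human TAAR1 plus Gα16 | schedule = 17-24 h seeding, 75 min 37 °C dye, 30 min RT | compound dosing = 3 µM single concentration | control set = DMSO and PEA EC100 | replicates = n 1 | signal = Fluo-8 fluorescence, 5 s baseline then 140 s kinetic read | measure = percent activation vs PEA EC100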
# M1 PAM – human CHRM1 positive allosteric modulation; P11229; CHO-K1 hM1, Fluo-8 calcium fluorescence, ACh EC20; 0% = ACh EC20, 100% = maximal ACh; activation, % at 3 µM; hit rate 0.088% among 360,000; in the data active means activation above about 19%, passing the limit was not always enough
# CHRM5 PAM – positive allosteric modulators of human muscarinic M5 receptor. hit rate 0.3% among 360,000. activation, % at 3 µM. P08912. AID 624038. CHO-K1 hM5, Fluo-8 calcium, ACh EC20 PAM; 0% = ACh EC20, 100% = ACh EC100;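 active means activation above the run cutoff, the mean activation of all test compounds plus 3 SD, cut at about 18% in these data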
# Target sequence (P08912 whole entry, looked up): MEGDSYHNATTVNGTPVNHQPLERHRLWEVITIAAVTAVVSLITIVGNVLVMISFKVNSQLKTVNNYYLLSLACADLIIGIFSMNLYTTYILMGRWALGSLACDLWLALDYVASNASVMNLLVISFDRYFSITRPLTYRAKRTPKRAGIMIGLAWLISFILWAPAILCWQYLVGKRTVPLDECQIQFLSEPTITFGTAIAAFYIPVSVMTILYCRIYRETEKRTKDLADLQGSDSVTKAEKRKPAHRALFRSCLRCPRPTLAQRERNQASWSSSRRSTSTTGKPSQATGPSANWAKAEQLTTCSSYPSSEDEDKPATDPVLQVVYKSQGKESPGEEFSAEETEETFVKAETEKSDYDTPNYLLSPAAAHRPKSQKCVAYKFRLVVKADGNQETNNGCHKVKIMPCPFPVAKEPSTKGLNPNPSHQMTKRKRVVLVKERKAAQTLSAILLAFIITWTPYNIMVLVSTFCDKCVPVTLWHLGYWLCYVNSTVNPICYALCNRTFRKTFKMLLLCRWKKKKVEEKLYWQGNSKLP
#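 System: CHO-K1 hM5 cells. Reagent: acetylcholine, EC20 level. Compound dosing: single dose, 3 µM nominal final test concentration. Timing: Post-acetylcholine fluorescence recording 140 s. Detection: Fluo-8 calcium fluorescence. Read-out: % activation, ACh-normalized. Benchmarks: ACh EC20 and EC100 wells. Repeats: singlicate, one well per test compound.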
# M5 ag – agonists of human muscarinic M5 receptor (CHRM5) | CHO-K1 hM5 cells, Fluo-8 calcium fluorescence; 0% DMSO wells, 100% maximal acetylcholine response | hit rate 0.19% among 360,000 | P08912 | AID 624037 | activation, % at 3 µM;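 active means activation above the run's mean over test compounds plus 3 SD, cut at about 23% in these data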;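 further: signal is peak over basal fluorescence ratio across the kinetic read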
# CHRM1 antagonist – human CHRM1 antagonism | AID 588852 | inhibition, % at 3 µM | P11229 | CHO-K1 hM1, Fluo-8 calcium fluorescence, ACh EC80 antagonist | hit rate 1.3% among 360,000;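 active means percent inhibition above its own plate's cutoff, namely the mean of that plate's compound wells plus 3 SD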;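 further: peak over basal fluorescence ratio during 140 s after agonist addition; 0% = ACh EC80 plus DMSO and 100% = DMSO alone without agonist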
# CHRM4 agonist – CHRM4 agonism in calcium assay; P08173; CHO-K1 hM4/Gqi5, Fluo-8 calcium fluorescence; vehicle 0%, full acetylcholine response 100%; activation, % at 3 µM; hit rate 0.14% among 360,000;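 active means activation above the run mean over all test wells plus 3 SD, cut at about 32% in these data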;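 further: peak over basal fluorescence ratio per well then scaled between controls; 0% = DMSO wells and 100% = acetylcholine at EC100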
# CHRM5 antagonist – CHRM5 antagonism in calcium assay; hit rate 0.59% among 360,000; CHO-hM5 cells, Fluo-8 calcium fluorescence, ACh EC80; inhibition, % at 3 µM; AID 624040; P08912;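 active means inhibition above a per-plate cutoff, the mean of that plate's test compounds plus 3 SD, cut at about 27% in these data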;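 further: 0% = acetylcholine EC80 with DMSO and 100% = DMSO without agonist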
# CHRM1 agonist – human M1 muscarinic receptor agonism; P11229; CHO-K1 hM1, Fluo-8 calcium fluorescence, agonist mode; 0% DMSO, 100% acetylcholine EC100; activation, % at 3 µM; hit rate 0.33% among 360,000; AID 588814;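 active means activation above the run's mean compound activation plus 3 SD, cut at about 16% in these data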;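 further: peak over basal fluorescence ratio within a 140 s kinetic read after compound addition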
# The depositor's hits bear a star. These rows are one share of the data; rates above refer to the full screens.
SMILES,M4 antag,TAAR1 agonist,M1 PAM,CHRM5 PAM,M5 ag,CHRM1 antagonist,CHRM4 agonist,CHRM5 antagonist,CHRM1 agonist
NC(=N\N=Cc1ccco1)/C(N)=N/N=Cc1ccco1,-5,1,0,11,10,-4,6,-4,1
CC(=O)Nc1cccc(C(=O)OC(C)C(=O)Nc2ccc(S(=O)(=O)N3CCCC3)cc2)c1 (stereo unspecified),3,4,3,-1,1,-7,1,10,-4
CCCc1ccc(OCCNC(=O)c2ccccc2Br)cc1,-2,-2,11,-1,-4,-14,1,6,-3
Cc1cc(C)n(C)c(=O)c1C#N,2,0,11,4,-1,-9,2,5,0
CC(C)CNC(=O)CC(c1ccccc1)c1c(O)ccc2ccccc12 (stereo unspecified),-6,9,-1,-16,-13,7,0,6,-2
COc1ccc(C(C(=O)NC2CCCC2)N(CCO)C(=O)Cn2nnc(-c3ccc(C)o3)n2)cc1 (stereo unspecified),-14,-1,9,-3,-5,-1,1,17,-3
Cc1c(C#N)c2ccccc2n1CC(=O)O,-4,8,3,4,0,-23,0,-6,-3
CSc1n[nH]c(NC(=O)c2c(-c3c(Cl)cccc3Cl)noc2C)n1,-13,1,2,-11,1,-2,6,22,-1
COc1cc(CNCCCO)ccc1OCC(=O)NC(C)(C)C,0,1,3,4,2,-5,0,-3,-3
Cn1c(SCC(=O)N2CCCCCC2)nc2c([nH]c3ccccc32)c1=O,2,2,9,12,-5,-9,1,-12,-2
CCOC(=O)N(C)c1c(CC)nc2c(OCc3ccc(Cl)cc3Cl)cccn12,4,11,-21,-6,-1,7,2,-3,-6
O=C(CN1CCOCC1)N/N=C/c1ccccc1,-7,7,10,5,-2,-7,0,6,-1
COc1cc(C(C(=O)NC2CCCCC2)N(Cc2ccco2)C(=O)c2cnccn2)cc(OC)c1OC (stereo unspecified),-7,0,6,4,-1,-8,1,-9,-5
CC(NC(=O)CSc1nnc(CC(=O)Nc2ccc(Cl)c(Cl)c2)n1C)c1ccccc1 (stereo unspecified),-6,42*,16,5,5,-10,2,-2,2
COCCNC(=O)c1ccccc1-c1nc(-c2ccccc2OC)no1,-5,7,-7,-8,5,6,11,-2,-1
CC(C(=O)NCCc1nc2ccccc2[nH]1)n1cc([N+](=O)[O-])cn1 (stereo unspecified),6,0,2,-2,3,-2,12,16,-5
COc1ccc(CN2CCC2(C)C(=O)NCCc2c[nH]c3ccccc23)c2ccccc12 (stereo unspecified),-5,1,4,-3,-1,-12,4,1,0
CC(OC(=O)Cn1[nH]c(=O)c2ccccc2c1=O)C(=O)c1ccccc1 (stereo unspecified),4,2,20,3,-2,-7,2,0,6
Cc1cnc(C(=O)OCC(=O)c2c[nH]c3ccccc23)cn1,-1,6,8,-6,0,-6,1,9,-1
COC(=O)CN1C(=O)S/C(=C/c2ccc(N3CCCCC3)o2)C1=O,18,100*,-2,-7,4,15,5,12,10
COc1ccc(-c2c(NC(=O)C(C)C)n(C)c3ccccc3c2=O)cc1,10,6,8,0,-2,-2,0,11,-5
O=C1c2ccccc2NC2CCCCCN12 (stereo unspecified),-1,1,-4,-4,-14,0,0,3,-6
CC1CCN(CC(=O)Nc2nc(-c3ccccc3)cs2)CC1,4,-3,-3,-5,-6,4,3,9,-5
COc1ccccc1N1CCN(C2CCCN(C(=O)CCN3CCCCO3)C2)CC1 (stereo unspecified),1,1,9,-1,-3,-7,1,3,-2

# Copied from the list.
# Value for COCCNC(=O)c1ccccc1-c1nc(-c2ccccc2OC)no1 in CHRM1 agonist: -1
# Value for Cc1cnc(C(=O)OCC(=O)c2c[nH]c3ccccc23)cn1 in TAAR1 agonist: 6

# (more compounds)
SMILES,M4 antag,TAAR1 agonist,M1 PAM,CHRM5 PAM,M5 ag,CHRM1 antagonist,CHRM4 agonist,CHRM5 antagonist,CHRM1 agonist
COc1ccc2c(=O)c(C(=O)NCc3ccccc3)c[nH]c2c1,1,3,14,6,3,-16,6,4,-4
Nc1ccn([C@@H]2O[C@H](CNC(=O)[C@@H](Cc3cccnc3)NC=O)[C@@H](O)[C@H]2O)c(=O)n1,0,0,-3,-3,1,2,0,4,-4
O=C(N=C1SC2CS(=O)(=O)CC2N1c1cccc(Cl)c1)C1CCCO1 (stereo unspecified),0,0,5,-2,0,-2,3,-9,0
Cc1c(C)c2ccc(O[C@@H]3O[C@H](CO)[C@H](O)[C@H](O)[C@H]3O)c(C)c2oc1=O,-14,3,20,8,-3,-24,2,1,-2
CCCCn1nc2cc(C(=O)NCc3ccccc3)ccc2c1OCC,-3,0,4,-2,-4,0,1,-1,-8
Cc1nnc(NC(=O)CSc2nc(C3CCCCC3)nc3ccccc23)s1,0,1,8,3,0,-12,0,2,-1
C=CCSc1nccc(-c2nn(-c3ccc(C)cc3)ccc2=O)n1,-2,1,2,2,-8,-5,2,6,-5
C=CCc1ccccc1OCCn1nnc2ccccc21,-7,1,4,2,0,-11,1,1,-1
N/C(=N\OC(=O)c1cccc2ccccc12)c1ccc(Br)cc1,-16,-2,10,-4,-3,-15,0,-1,-5
CCOc1ccc(CNS(=O)(=O)c2ccc3c(c2)CC(=O)N3C)cc1,1,1,6,-4,-4,-10,3,6,0
COC(=O)C1CCN(CC(=O)Nc2ccc3c(c2)OCCO3)CC1,-3,3,14,14,0,-25,0,-7,-3
O=C(CN1CCCCCC1)Nc1cccc([N+](=O)[O-])c1,9,4,2,-2,0,1,0,7,-3
COC(=O)C1=C(C)NC(=O)NC1c1ccsc1 (stereo unspecified),-4,4,-2,3,-3,4,0,-3,-2
COc1cc(/C=C/C(=O)OCC(=O)N2CCOCC2)ccc1OCC#N,4,2,2,1,1,-6,1,11,-5
O=C(Nc1ccc(N2CCOCC2)cc1)C1CC(=O)N(c2ccc(Cl)cc2)C1 (stereo unspecified),4,6,-12,-17,2,32,18,19,-2
Cn1c(=O)n(C)c2cc([N+](=O)[O-])c(N3CCN(C(=O)C(C)(C)C)CC3)cc21,5,3,-7,-7,-1,11,3,8,-5
COc1ccc(-c2ccc(=O)n(CC(=O)NCc3ccco3)n2)cc1,2,5,8,-2,-3,-11,0,-2,-3
Nc1cc(Nc2ccc(Br)cc2)nc(N)n1,-15,16,11,3,-2,-8,1,-11,-3
O=C(Nc1oc2ccccc2c(=O)c1-c1ccc(Br)cc1)c1ccco1,2,-2,2,-6,-5,-2,2,18,-2
CC1(C)CC(=O)C/C(=N\NC(=O)c2cccs2)C1,-3,1,4,1,-2,-6,0,1,-2
CCCNC(=O)Nc1ccc2c(c1)N(C)C(=O)c1ccccc1S2,14,17,10,2,1,-13,2,9,1
CCOc1ccc(NC(=O)CN(C)C(=O)CCSc2ccc(F)cc2)cc1OCC,-2,0,5,-2,0,-7,3,6,-1
O=C(Nc1nc(-c2ccc(Cl)cc2)cs1)C1CCCO1 (stereo unspecified),-4,-1,0,-4,4,-7,3,-13,-10
O=C(c1ccc(Cl)nc1)N1CCN(S(=O)(=O)c2ccccc2)CC1,10,0,0,0,-2,3,0,7,-3

# Some of these compounds in order of heavy-atom count, largest number first:
SMILES,M4 antag,TAAR1 agonist,M1 PAM,CHRM5 PAM,M5 ag,CHRM1 antagonist,CHRM4 agonist,CHRM5 antagonist,CHRM1 agonist
CCOc1ccc(NC(=O)CN(C)C(=O)CCSc2ccc(F)cc2)cc1OCC,-2,0,5,-2,0,-7,3,6,-1
O=C(Nc1ccc(N2CCOCC2)cc1)C1CC(=O)N(c2ccc(Cl)cc2)C1 (stereo unspecified),4,6,-12,-17,2,32,18,19,-2
Cn1c(=O)n(C)c2cc([N+](=O)[O-])c(N3CCN(C(=O)C(C)(C)C)CC3)cc21,5,3,-7,-7,-1,11,3,8,-5
O=C(Nc1oc2ccccc2c(=O)c1-c1ccc(Br)cc1)c1ccco1,2,-2,2,-6,-5,-2,2,18,-2
CCOc1ccc(CNS(=O)(=O)c2ccc3c(c2)CC(=O)N3C)cc1,1,1,6,-4,-4,-10,3,6,0
O=C(c1ccc(Cl)nc1)N1CCN(S(=O)(=O)c2ccccc2)CC1,10,0,0,0,-2,3,0,7,-3
N/C(=N\OC(=O)c1cccc2ccccc12)c1ccc(Br)cc1,-16,-2,10,-4,-3,-15,0,-1,-5
C=CCc1ccccc1OCCn1nnc2ccccc21,-7,1,4,2,0,-11,1,1,-1
O=C(CN1CCCCCC1)Nc1cccc([N+](=O)[O-])c1,9,4,2,-2,0,1,0,7,-3
CC1(C)CC(=O)C/C(=N\NC(=O)c2cccs2)C1,-3,1,4,1,-2,-6,0,1,-2
COC(=O)C1=C(C)NC(=O)NC1c1ccsc1 (stereo unspecified),-4,4,-2,3,-3,4,0,-3,-2
Nc1cc(Nc2ccc(Br)cc2)nc(N)n1,-15,16,11,3,-2,-8,1,-11,-3

# Continued:
SMILES,M4 antag,TAAR1 agonist,M1 PAM,CHRM5 PAM,M5 ag,CHRM1 antagonist,CHRM4 agonist,CHRM5 antagonist,CHRM1 agonist
COc1ccc(C2CC(c3ccc(F)cc3)Nc3nc(N)nn32)cc1 (stereo unspecified),-16,3,6,-2,5,-16,2,2,2
O=c1cc(COc2ncnc3c(Cl)cc(Cl)cc23)nc2sccn12,-12,0,2,-1,6,-7,1,3,-1
Cc1cccc(N(C)C(=O)c2coc(=O)c3ccccc23)c1,8,1,2,6,-6,1,1,12,-6
CCOc1ccc(C(=O)Cc2cc(OC)c(OC)cc2[N+](=O)[O-])cc1,-3,42*,4,-4,1,-22,1,-6,2
C[C@@]12C(=O)Nc3ccc(Cl)cc3C(=O)N1[C@H]1c3cc(Br)ccc3OC[C@@H]1[C@@H]2c1ccccc1,-2,1,-5,-15,1,-4,2,9,-3
COCCn1nnnc1CN1CCOCC1,3,4,-1,0,4,-17,-1,4,-3
Cc1ccc(O)c(C(=O)C=Cc2ccccc2)c1,1,0,6,8,1,-20,-2,6,-6
Oc1ccc(Cl)cc1CNc1cccc2cccnc12,3,36,-1,-5,2,-7,0,4,-1
COC(=O)C(CC(C)C)N1CCC(=O)c2ccccc2S1(=O)=O (stereo unspecified),-19,8,7,6,0,-15,2,1,-5
O=C(c1cnccn1)N(Cc1cccs1)C1(C(=O)NC2CCCC2)CCCCC1,2,1,0,1,0,6,2,-5,-5

# High-throughput results deposited in PubChem by The Scripps Research Institute Molecular Screening Center.
